High-throughput results from PubChem.
PvdQ inh: blocks Pseudomonas aeruginosa PvdQ acylase activity; purified PvdQ acylase, fluorescence plate reader; inhibition, % at 10 µM; 0.063% of 340,000 active; AID 488965; in the data active = inhibition above about 30%, passing the limit was not always enough;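 note: 0% = vehicle neutral wells and 100% = reference inhibitor wells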
DAGLB inhibitor: blocks human DAGLB lipase activity | HEK293T DAGLB membrane lysate, EnzChek fluorogenic substrate | inhibition, % at 5.17 µM | 0.059% of 340,000 active; in the data active = inhibition above about 34%;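 note: 0% = enzyme with vehicle and 100% = wells lacking enzyme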
Arr AP2 block: human beta-arrestin and AP2 interaction inhibition. FITC-arrestin peptide / GST-AP2 beads, flow cytometry; AP2 beta2 appendage carries R879A mutation. inhibition, % at 10 µM. 0.31% of 340,000 active;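 active = inhibition above a set limit, near 3 SD of compounds lacking own fluorescence, cut at about 54% in these data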;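 note: plate controls were DMSO wells for no effect and 5 µM unlabelled arrestin peptide for full effect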
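System: GST-AP2 R879A glutathione beads; medium: PBS, Tween 20 0.05%, BSA 0.1%; reagent: fluorescein-tagged arrestin peptide at 50 nM final; schedule: pre-incubation 12 min, peptide binding 1 h, room temperature; detection: flow cytometry, FL1 (488/535 nm); read-out: inhibition as reduced fluorescein signal on beads, percent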
RTF Ca sens inh: cardiac RTF calcium desensitization | IANBD-labeled cardiac RTF, Ca2+ fluorescence | inhibition, % at 7.15 µM | 0.12% of 340,000 active | AID 493244;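 active = inhibition above the mean inhibition of all tested compounds plus 3 SD, cut at about 17% in these data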;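 note: assay run at fixed EC70 calcium of 1.6 mM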
C-LANA FP: blocks KSHV LANA C-terminal domain binding to DNA; inhibition, % at 9 µM; 0.078% of 340,000 active; MBP-C-LANA/FAM-LBS DNA binding, fluorescence polarization;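 active = highest replicate inhibition at or above 60% at 9 µM, even if other replicates fall short; inactive = all replicates below 60% inhibition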;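 note: 0% = neutral control wells and 100% = 4 µM acridine orange control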
SR-BI HDL uptake: inhibitors of mouse SR-BI mediated HDL lipid uptake. Q61009. ldlA[mSR-BI] CHO cells, DiI-HDL uptake fluorescence, 3 h. inhibition, % at 12.5 µM. 0.96% of 320,000 active. AID 488896;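 active = mean replicate inhibition of at least 70% and a set share of replicates each scoring 70 or more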;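 note: 0% = median of neutral control wells and 100% = median of positive control wells; values of inactives mirror those of a sister screen read the other way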
PKA-R2B act: activates the human PKA-R2B holoenzyme complex; PKA-R2B holoenzyme dissociation, Cy5-IP20 fluorescence polarization; R2B truncated from residue 108, S112A mutant; 0% DMSO only, 100% 113 µM cGMP; activation, % at 11.4 µM; 0.079% of 340,000 active;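 active = activation above a cutoff set at the mean over all compounds plus 3 SD, cut at about 18% in these data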;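 note: higher means more holoenzyme dissociation and a rise in polarization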
Keap1 Nrf2 FP: inhibitors of human Keap1-Nrf2 protein-protein interaction | 0.15% of 340,000 active | inhibition, % at 9.4 µM | Q14145 | Keap1 Kelch-Nrf2 peptide fluorescence polarization, 1536-well; in the data active = inhibition above about 12%;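 note: human Keap1 Kelch domain with fluorescein labeled Nrf2 9mer peptide probe; 0% = neutral control wells and 100% = peptide positive control; higher means more block of Keap1 binding to Nrf2 peptide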
SR-BI uptake up: SR-BI HDL lipid transfer activation; AID 504775; activation, % at 12.5 µM; 0.096% of 320,000 active; CHO ldlA[mSR-BI] cells, DiI-HDL uptake fluorescence, 3 h; 100 = double the neutral-control signal;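 active = mean replicate activation of at least 60% and every replicate at or above 60%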;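 note: 0% = median plate neutral-control signal and 100% = twice that signal; values of inactives mirror those of a sister screen read the other way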
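Test system: SR-BI-overexpressing, LDLR-lacking CHO cells; Medium: Ham's F12 with 0.5% BSA, HEPES 25 mM, pH 7.4; Schedule: 3 h, 37 °C; Technique: bottom-read fluorescence, 550/595 nm.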
NSD2 HMT inh: blocks human histone methyltransferase NSD2; NSD2 peptide methylation, AlphaScreen, 120 min; inhibition, % at 12.5 µM; 0.54% of 310,000 active; in the data active = inhibition above about 50%
Target sequence (O96028 whole entry, looked up): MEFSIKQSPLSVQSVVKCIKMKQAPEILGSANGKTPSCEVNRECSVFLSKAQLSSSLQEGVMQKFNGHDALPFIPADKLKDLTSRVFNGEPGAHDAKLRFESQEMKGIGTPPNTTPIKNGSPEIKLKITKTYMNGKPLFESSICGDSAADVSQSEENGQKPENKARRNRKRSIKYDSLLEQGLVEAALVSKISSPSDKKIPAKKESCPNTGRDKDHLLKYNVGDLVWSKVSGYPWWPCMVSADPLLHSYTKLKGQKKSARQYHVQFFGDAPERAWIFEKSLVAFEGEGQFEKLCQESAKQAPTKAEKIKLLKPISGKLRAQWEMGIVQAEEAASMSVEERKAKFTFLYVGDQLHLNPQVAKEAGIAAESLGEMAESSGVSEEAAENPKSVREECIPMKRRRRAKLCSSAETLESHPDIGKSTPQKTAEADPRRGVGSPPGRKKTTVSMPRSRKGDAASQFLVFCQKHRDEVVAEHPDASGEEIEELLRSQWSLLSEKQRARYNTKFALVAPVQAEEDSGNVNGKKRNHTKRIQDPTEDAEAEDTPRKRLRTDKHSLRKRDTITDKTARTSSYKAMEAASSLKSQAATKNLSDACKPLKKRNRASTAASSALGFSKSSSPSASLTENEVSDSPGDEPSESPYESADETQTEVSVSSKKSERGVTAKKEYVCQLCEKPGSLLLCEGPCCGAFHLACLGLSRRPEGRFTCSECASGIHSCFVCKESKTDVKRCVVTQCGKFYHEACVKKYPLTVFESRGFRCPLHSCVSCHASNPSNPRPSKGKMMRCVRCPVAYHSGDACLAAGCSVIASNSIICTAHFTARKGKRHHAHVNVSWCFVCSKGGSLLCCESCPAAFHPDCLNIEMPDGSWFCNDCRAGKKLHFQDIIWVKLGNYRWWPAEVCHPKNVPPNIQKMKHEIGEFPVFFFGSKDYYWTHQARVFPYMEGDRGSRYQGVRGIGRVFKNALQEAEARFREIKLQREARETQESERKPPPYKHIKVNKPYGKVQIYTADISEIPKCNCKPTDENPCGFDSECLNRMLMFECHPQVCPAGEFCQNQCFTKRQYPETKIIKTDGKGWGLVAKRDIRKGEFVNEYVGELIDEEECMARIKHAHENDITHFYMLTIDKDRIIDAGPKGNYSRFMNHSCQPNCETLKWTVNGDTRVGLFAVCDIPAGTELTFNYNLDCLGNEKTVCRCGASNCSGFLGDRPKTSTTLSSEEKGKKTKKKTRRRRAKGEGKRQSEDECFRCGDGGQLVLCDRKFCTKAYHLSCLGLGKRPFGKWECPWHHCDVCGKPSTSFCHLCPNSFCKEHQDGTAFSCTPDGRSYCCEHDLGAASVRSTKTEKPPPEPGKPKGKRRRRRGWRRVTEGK
The depositor's hits bear a star.

What do the screens show for `COc1ccc(S(=O)(=O)N2CCCCC2)cc1Br`?
PvdQ inh: -7; DAGLB inhibitor: -2; Arr AP2 block: -3; RTF Ca sens inh: -7; C-LANA FP: -0.1; SR-BI HDL uptake: 14; PKA-R2B act: -1; Keap1 Nrf2 FP: -3; SR-BI uptake up: -14; NSD2 HMT inh: -5

How did CCN(Cc1ccccc1)C(=O)c1cccnc1 do in these assays?
PvdQ inh: -13; DAGLB inhibitor: -2; Arr AP2 block: 4; RTF Ca sens inh: -7; C-LANA FP: -1.9; SR-BI HDL uptake: -17; PKA-R2B act: -10; Keap1 Nrf2 FP: -1; SR-BI uptake up: 17; NSD2 HMT inh: -1

Results for Cc1cc(=O)oc2c(C)c(OCC(=O)NCCCN3CCOCC3)ccc12 ?
PvdQ inh: -2; DAGLB inhibitor: -2; Arr AP2 block: 29; RTF Ca sens inh: 5; C-LANA FP: 1.6; SR-BI HDL uptake: -6; PKA-R2B act: 4; Keap1 Nrf2 FP: -1; SR-BI uptake up: 6; NSD2 HMT inh: -3

What do the screens show for `CC1CCCN(CCCNC(=O)C2CCCN(c3ncnc4c3nc3n4CCCCC3)C2)C1` (centres undefined)?
PvdQ inh: -10; DAGLB inhibitor: 1; Arr AP2 block: -9; RTF Ca sens inh: -1; C-LANA FP: -1.8; SR-BI HDL uptake: 8; PKA-R2B act: 0; Keap1 Nrf2 FP: 0; SR-BI uptake up: -8; NSD2 HMT inh: 0

What do the screens show for `Fc1ccccc1OCCCCCN1CCCC1`?
PvdQ inh: -5; DAGLB inhibitor: 1; Arr AP2 block: 5; RTF Ca sens inh: 11; C-LANA FP: 0.1; SR-BI HDL uptake: 0; PKA-R2B act: -6; Keap1 Nrf2 FP: -4; SR-BI uptake up: 0; NSD2 HMT inh: 0

Results for O=C1C(Cc2ccc(O)cc2)NC(=S)N1c1ccccc1 (centres undefined) ?
PvdQ inh: -17; DAGLB inhibitor: -2; Arr AP2 block: -6; RTF Ca sens inh: -11; C-LANA FP: -0.4; SR-BI HDL uptake: -15; PKA-R2B act: -10; Keap1 Nrf2 FP: -5; SR-BI uptake up: 15; NSD2 HMT inh: -5

What do the screens show for `CCOC(=O)c1ccc(N2CCN(c3ccccc3F)CC2)c(NC(=O)Nc2ccccc2)c1`?
PvdQ inh: -16; DAGLB inhibitor: -2; Arr AP2 block: 3; RTF Ca sens inh: -24; C-LANA FP: 2.4; SR-BI HDL uptake: 60; PKA-R2B act: 5; Keap1 Nrf2 FP: -4; SR-BI uptake up: -60; NSD2 HMT inh: -2

How did Nc1cc(-c2ccc(Br)cc2)nn1S(=O)(=O)c1ccccc1 do in these assays?
PvdQ inh: -6; DAGLB inhibitor: -1; Arr AP2 block: -5; RTF Ca sens inh: 2; C-LANA FP: 0.7; PKA-R2B act: -1; Keap1 Nrf2 FP: -6

Results for CCOc1cc(/C=C/C(=O)Nc2ccc(C(=O)NCCN(CC)CC)cc2)ccc1OCC(C)C ?
PvdQ inh: -3; DAGLB inhibitor: 2; Arr AP2 block: -24; RTF Ca sens inh: 2; C-LANA FP: 0.9; SR-BI HDL uptake: 20; PKA-R2B act: 4; Keap1 Nrf2 FP: -4; SR-BI uptake up: -20; NSD2 HMT inh: 5

Results for COCCN=c1scc(-c2cccs2)n1/N=C(\C)c1ccco1 ?
PvdQ inh: 10; DAGLB inhibitor: 0; Arr AP2 block: -9; RTF Ca sens inh: -2; C-LANA FP: -4.5; SR-BI HDL uptake: 8; PKA-R2B act: 6; Keap1 Nrf2 FP: -3; SR-BI uptake up: -8; NSD2 HMT inh: 4

Results for CSCC[C@H](N)C(=O)N1CCC(C(=O)N[C@@H](C)C(=O)NCc2ccc(F)cc2)CC1 ?
PvdQ inh: 1; DAGLB inhibitor: -2; Arr AP2 block: 1; RTF Ca sens inh: -4; C-LANA FP: 2.2; SR-BI HDL uptake: -22; PKA-R2B act: 5; Keap1 Nrf2 FP: -2; SR-BI uptake up: 22

Results for COc1ccc(-c2[nH]c(-c3ccc(Cl)cc3)nc2SCC(=O)Nc2nccs2)cc1 ?
PvdQ inh: -7; DAGLB inhibitor: 0; Arr AP2 block: -1; RTF Ca sens inh: -2; C-LANA FP: 0.3; SR-BI HDL uptake: 83*; PKA-R2B act: -11; Keap1 Nrf2 FP: 0; SR-BI uptake up: -83

Some of these compounds in order of formula weight, smallest number first:
Results for Cc1cc(=O)oc2c(C)c(OCC(=O)NCCCN3CCOCC3)ccc12 ?
PvdQ inh: -2; DAGLB inhibitor: -2; Arr AP2 block: 29; RTF Ca sens inh: 5; C-LANA FP: 1.6; SR-BI HDL uptake: -6; PKA-R2B act: 4; Keap1 Nrf2 FP: -1; SR-BI uptake up: 6; NSD2 HMT inh: -3

What do the screens show for `CC1CCCN(CCCNC(=O)C2CCCN(c3ncnc4c3nc3n4CCCCC3)C2)C1` (centres undefined)?
PvdQ inh: -10; DAGLB inhibitor: 1; Arr AP2 block: -9; RTF Ca sens inh: -1; C-LANA FP: -1.8; SR-BI HDL uptake: 8; PKA-R2B act: 0; Keap1 Nrf2 FP: 0; SR-BI uptake up: -8; NSD2 HMT inh: 0

What do the screens show for `CCOC(=O)c1ccc(N2CCN(c3ccccc3F)CC2)c(NC(=O)Nc2ccccc2)c1`?
PvdQ inh: -16; DAGLB inhibitor: -2; Arr AP2 block: 3; RTF Ca sens inh: -24; C-LANA FP: 2.4; SR-BI HDL uptake: 60; PKA-R2B act: 5; Keap1 Nrf2 FP: -4; SR-BI uptake up: -60; NSD2 HMT inh: -2

(listing goes on)
What do the screens show for `CC1CCCCN1CCNC(=O)c1ccc2c(=O)n(Cc3ccc(Cl)cc3)c(=S)[nH]c2c1` (centres undefined)?
PvdQ inh: -13; DAGLB inhibitor: 4; Arr AP2 block: -37; RTF Ca sens inh: -16; C-LANA FP: 0.1; SR-BI HDL uptake: -1; PKA-R2B act: 1; Keap1 Nrf2 FP: -2; SR-BI uptake up: 1; NSD2 HMT inh: 11

What do the screens show for `CC(=O)c1ccc(N2CCN(c3ccc(S(=O)(=O)NCCCN(C)C)cc3[N+](=O)[O-])CC2)cc1`?
PvdQ inh: -9; DAGLB inhibitor: 3; Arr AP2 block: -2; RTF Ca sens inh: -5; C-LANA FP: -0.3; PKA-R2B act: -11; Keap1 Nrf2 FP: -4; NSD2 HMT inh: 27

What do the screens show for `Cc1onc(-c2ccccc2)c1C(=O)Nc1ccc(S(=O)(=O)Nc2nccs2)cc1`?
PvdQ inh: -9; DAGLB inhibitor: 1; Arr AP2 block: 1; RTF Ca sens inh: -2; C-LANA FP: 0.2; SR-BI HDL uptake: 3; PKA-R2B act: -2; Keap1 Nrf2 FP: -1; SR-BI uptake up: -3; NSD2 HMT inh: -158

Results for Cc1ccc(OCC(O)CN2C(=O)NC(C)(C)C2=O)cc1C (centres undefined) ?
PvdQ inh: -4; DAGLB inhibitor: -3; Arr AP2 block: 24; RTF Ca sens inh: -6; C-LANA FP: -1.9; PKA-R2B act: 3; Keap1 Nrf2 FP: -5

Results for COc1ccc(CC(=O)N(CC2CCCO2)c2nc3ccccc3s2)cc1 (centres undefined) ?
PvdQ inh: -3; DAGLB inhibitor: -4; Arr AP2 block: 10; RTF Ca sens inh: 0; C-LANA FP: -0.4; SR-BI HDL uptake: 10; PKA-R2B act: 0; Keap1 Nrf2 FP: 0; SR-BI uptake up: -10; NSD2 HMT inh: -4

Results for CCc1ccc(NC(=O)C(C)OC(=O)c2ccc(NS(=O)(=O)c3ccc(C)c([N+](=O)[O-])c3)cc2)cc1 (centres undefined) ?
PvdQ inh: 10; DAGLB inhibitor: 6; Arr AP2 block: -4; RTF Ca sens inh: 0; C-LANA FP: 1.3; SR-BI HDL uptake: 41; PKA-R2B act: 1; Keap1 Nrf2 FP: -2; SR-BI uptake up: -41; NSD2 HMT inh: 2

How did Cc1cc2c(=Cc3ccc(N(C)C)cc3)c3ccccc3n2[n+]1C do in these assays?
PvdQ inh: 11; DAGLB inhibitor: 6; Arr AP2 block: 49; RTF Ca sens inh: -3; C-LANA FP: -75; SR-BI HDL uptake: 8; PKA-R2B act: -2; Keap1 Nrf2 FP: -40; SR-BI uptake up: -8; NSD2 HMT inh: 55*

What do the screens show for `Cc1ccc(C(=O)Nc2nc(=O)n(C(=O)c3ccccc3Cl)s2)cc1`?
PvdQ inh: -11; DAGLB inhibitor: 1; Arr AP2 block: 6; RTF Ca sens inh: -6; C-LANA FP: 2.4; SR-BI HDL uptake: 7; PKA-R2B act: 10; Keap1 Nrf2 FP: 1; SR-BI uptake up: -7; NSD2 HMT inh: 0

Results for COc1cccc(CNC(=O)C2CCCN(S(=O)(=O)N3CC(C)CC(C)C3)C2)c1 (centres undefined) ?
PvdQ inh: -8; DAGLB inhibitor: -1; Arr AP2 block: -8; RTF Ca sens inh: -4; C-LANA FP: 0.5; SR-BI HDL uptake: 11; PKA-R2B act: -2; Keap1 Nrf2 FP: -4; SR-BI uptake up: -11; NSD2 HMT inh: 0

How did CCNC(=S)Nc1sc2c(c1C#N)CCC(C)C2 (centres undefined) do in these assays?
PvdQ inh: 11; DAGLB inhibitor: -3; Arr AP2 block: 1; RTF Ca sens inh: -2; C-LANA FP: -0.5; SR-BI HDL uptake: 48; PKA-R2B act: -6; Keap1 Nrf2 FP: -2; SR-BI uptake up: -48; NSD2 HMT inh: 2

Results for O=C(NN1C(=O)C2C3c4ccccc4C(c4ccccc43)C2C1=O)c1ccc(Cl)cc1 (centres undefined) ?
PvdQ inh: 16; DAGLB inhibitor: -3; Arr AP2 block: 9; RTF Ca sens inh: 3; C-LANA FP: -0.1; SR-BI HDL uptake: -1; PKA-R2B act: -2; Keap1 Nrf2 FP: -1; SR-BI uptake up: 1; NSD2 HMT inh: -2

Results for Cc1cccc(N2C(=O)c3ccccc3C2=O)n1 ?
PvdQ inh: -9; DAGLB inhibitor: 1; Arr AP2 block: 0; RTF Ca sens inh: -10; C-LANA FP: 1.5; SR-BI HDL uptake: -17; PKA-R2B act: 1; Keap1 Nrf2 FP: -2; SR-BI uptake up: 17; NSD2 HMT inh: -2

What do the screens show for `Cc1nc(N(CCO)C2CCCCC2)c2nnn(Cc3ccccc3)c2n1`?
PvdQ inh: -13; DAGLB inhibitor: -7; Arr AP2 block: 4; RTF Ca sens inh: -4; C-LANA FP: 1.4; SR-BI HDL uptake: -4; PKA-R2B act: 4; Keap1 Nrf2 FP: -6; SR-BI uptake up: 4; NSD2 HMT inh: 2

How did Cc1ccc(C)c(N2CCN(c3cnn(-c4nc5ccccc5s4)c(=O)c3Cl)CC2)c1 do in these assays?
PvdQ inh: -6; DAGLB inhibitor: -1; Arr AP2 block: -3; RTF Ca sens inh: -4; C-LANA FP: -0.8; SR-BI HDL uptake: 22; PKA-R2B act: -2; Keap1 Nrf2 FP: -3; SR-BI uptake up: -22; NSD2 HMT inh: -2
